# Compound activity: PubChem, National Center for Advancing Translational Sciences (NCATS)
# AmpC inh detg: qHTS Inhibitors of AmpC Beta-Lactamase (assay with detergent); P00811; AmpC hydrolysis of nitrocefin, absorbance 480 nm, 0.01% Triton; Potency, µM (top dose mostly 114 µM), for the others: top-dose activity change, negative = inhibition, usual class: inhibitors; actives 0.041% (n = 370,000); AID 485294, 2010;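 note: potency is the fitted concentration of half-maximal effect; 0% = no-compound wells and -100% = no-enzyme wells; nearly all actives have a fitted effect of over 25% in size; some results filed as inactive show a strong effect at the top dose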
# Target sequence (P00811 whole entry, looked up): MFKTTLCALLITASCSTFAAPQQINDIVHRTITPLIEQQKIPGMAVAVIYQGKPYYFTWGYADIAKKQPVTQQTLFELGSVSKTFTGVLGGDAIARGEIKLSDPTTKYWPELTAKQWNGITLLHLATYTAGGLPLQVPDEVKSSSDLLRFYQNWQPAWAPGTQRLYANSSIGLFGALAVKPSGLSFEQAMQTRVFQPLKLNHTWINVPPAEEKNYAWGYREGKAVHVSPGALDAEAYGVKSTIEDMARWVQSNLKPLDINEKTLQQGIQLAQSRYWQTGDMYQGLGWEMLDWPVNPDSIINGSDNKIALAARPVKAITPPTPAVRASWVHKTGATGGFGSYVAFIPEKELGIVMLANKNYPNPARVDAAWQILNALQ
#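 20 mM phosphate pH 7.0 + 0.01% (detergent screen) or 0.0001% Triton X-100; 5.3 nM AmpC reagent; cpd preinc 15 min RT; nitrocefin (800 uM stock) to start; A480 q20 s × 4 min; Activity was normalised to no-enzyme and no-compound control wells.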
# AMA1-RON2 inh: qHTS for Inhibitors of AMA1-RON; Towards Development of Antimalarial Drug Lead: Primary Screen. actives 0.2% (n = 360,000). AlphaScreen AMA1-biotinylated RON2 peptide binding. Potency, µM (series often up to 58.2 µM), inactives show at the top dose activity change, negative = inhibition, usual class: inhibitors. Plasmodium falciparum AMA1 (3D7) - RON2 peptide interaction;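 note: potency is the fitted concentration of half-maximal effect; 0% = vehicle wells and -100% = peptide control; nearly all actives have a fitted effect of over 45% in size; some results filed as inactive show a strong effect at the top dose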
#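 AMA1 (3D7) with his tag at 25 nM final met compounds first, then biotinylated RON2 peptide at 25 nM; detection used donor plus acceptor beads, 10 µg/mL apiece, read by AlphaScreen after 30 min at room temperature.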
# Sm TGR inh: qHTS Assay for the Inhibitors of Schistosoma Mansoni Peroxiredoxins; Schistosoma mansoni thioredoxin glutathione reductase (TGR), Q962Y6; purified TGR, DTNB reduction, TNB absorbance 405 nm; Potency, µM (series often up to 114 µM), for inactives: at the top dose activity change, negative = inhibition, usual class: inhibitors; actives 3% (n = 360,000); AID 485364, 2010; note: potency is the fitted concentration of half-maximal effect; nearly all actives have a fitted effect of over 60% in size
#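 Kinetic colorimetric format: TGR-catalysed, NADPH-driven DTNB reduction monitored via TNB absorbance. Enzyme dispensed at 20 nM; compound exposure 15 min at room temperature before reaction start.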
# HCMV antiviral: qHTS Assay for inhibitors of the human cytomegalovirus (HCMV); HFF cells, HCMV-luciferase reporter, 72 h; active compounds read low; activity change, negative = inhibition, % at 57.5 µM; actives 4.5% (n = 410,000); AID 1259415, 2018; in the data active = activity change below about -60%; inconclusive = no clear call, values can overlap the other calls; inactive = above about -39%
#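 Human foreskin fibroblasts infected with luciferase-reporter HCMV at MOI 1 PFU/cell, compounds at two doses. Luciferase measured 72 h post infection; normalized to buffer-only basal and Salinomycin (10uM) controls.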
# Tb PYK inh: qHTS of Trypanosoma Brucei Inhibitors; TbPYK enzyme, Kinase-Glo Plus ATP luminescence, 45 min; Potency, µM (top dose mostly 76.8 µM), for the others: at the top dose activity, negative = inhibition, usual class: inhibitors; actives 0.12% (n = 410,000); note: potency is the fitted concentration of half-maximal effect; nearly all actives have a fitted effect of over 50% in size
#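 Readout: single end-point luminescence (Kinase-Glo Plus, 10 min). Reaction conditions were TbPYK/substrate plus 130 uM ADP, 45 min at RT, pH 7.2 TEA buffer. No-enzyme wells served as controls, and data were normalized before concentration-response fitting.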
# AmpC no deterg: qHTS Inhibitors of AmpC Beta-Lactamase (assay without detergent); P00811; AmpC nitrocefin hydrolysis, absorbance 480 nm, 0.0001% Triton; Potency, µM (top dose mostly 57.1 µM), for the others: at the highest dose activity change, negative = inhibition, usual class: inhibitors; actives 0.52% (n = 330,000); AID 485341, 2010;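 note: potency is the fitted concentration of half-maximal effect; plate controls were no compound for no effect and no enzyme for full effect; nearly all actives have a fitted effect of over 20% in size; some results filed as inactive show a strong effect at the top dose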
#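 AmpC (5.3 nM in the dispensed reagent) in 20 mM phosphate pH 7.0 with 0.01% (detergent screen) or 0.0001% Triton X-100 was preincubated with compounds for 15 min at room temperature. Nitrocefin was then added from an 800 uM solution, and hydrolysis was followed at 480 nm.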
# LmPK inh: qHTS Assay for Inhibitors of Leishmania Mexicana Pyruvate Kinase (LmPK); Q27686; purified LmPK, Kinase-Glo ATP luminescence, 1 h; Potency, µM (highest dose often 57.5 µM), for the others: at the highest dose activity change, negative = inhibition, actives largely listed as inhibitors; actives 0.37% (n = 290,000); AID 1721, 2009; note: potency is the fitted concentration of half-maximal effect
# Target sequence (Q27686 whole entry, looked up): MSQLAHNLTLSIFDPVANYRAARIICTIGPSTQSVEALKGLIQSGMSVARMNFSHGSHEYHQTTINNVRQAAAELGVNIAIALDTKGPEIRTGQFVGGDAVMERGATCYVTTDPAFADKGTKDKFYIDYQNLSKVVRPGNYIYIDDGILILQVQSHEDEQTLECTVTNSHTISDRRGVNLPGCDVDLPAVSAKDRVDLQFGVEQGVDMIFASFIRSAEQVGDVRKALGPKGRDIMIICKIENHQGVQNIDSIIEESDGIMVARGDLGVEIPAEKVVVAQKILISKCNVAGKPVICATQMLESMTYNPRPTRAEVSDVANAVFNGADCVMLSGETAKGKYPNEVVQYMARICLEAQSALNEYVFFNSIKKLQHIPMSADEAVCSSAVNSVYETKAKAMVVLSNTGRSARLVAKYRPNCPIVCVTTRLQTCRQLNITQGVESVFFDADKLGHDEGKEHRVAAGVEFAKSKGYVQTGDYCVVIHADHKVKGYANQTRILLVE
#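 qHTS format; LmPK 0.1 nM; substrates PEP 0.5 mM and ADP 0.1 mM. One-hour room-temperature incubation, then coupled luciferase luminescence; 0.5 nM enzyme wells mark activation.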
# Numbers without * were called inactive; ? = inconclusive; / = not tested or not shown; & = joins results of further samples; [ ] = another dose, or the depositor's remark. Unless noted, calls come from the whole dose curve; as a rule, active = well fitted curve in the direction sought with a large enough effect; inconclusive = small, poorly fitted or top-dose-only effect, or another doubt; inactive = no such curve, though single readings can be large; an effect the other way counts as inactive or inconclusive. Unless noted, % is set by controls: 0 for no effect and ±100 for the full control effect.
SMILES	HCMV antiviral	Sm TGR inh	AMA1-RON2 inh	Tb PYK inh	AmpC inh detg	AmpC no deterg	LmPK inh
O=c1[nH]c(=O)n(-c2ccc(Cl)cc2)c(O)c1C=Nc1ccc(S(=O)(=O)Nc2nccs2)cc1	5	4%	-2%	-1%	-1%	-34%	-9%
CCCCNC(=O)CSc1nc2cc3c(cc2c(=O)n1CCCCCC(=O)NCc1ccc(OC)cc1)OCO3	-21	9%	/	-5%	7%	/	/
Cc1ccc(C(=O)C(C)OC(=O)c2cc3cc([N+](=O)[O-])ccc3oc2=O)cc1 (centres undefined)	38	-17%	-8%	0%	1%	-34%	6%
CCC(C)NC(=O)C1c2ccccc2C(=O)N1Cc1ccccc1 (centres undefined)	31	-6%	-12%	1%	3%	-15%	3%
Cc1ccccc1C(=O)N1CCc2ccccc2C1	39	6%	1%	-4%	4%	-13%	4%
COC(=O)[C@@H]1N=C(c2ccc(OC)cc2)O[C@]12C(=O)N(Cc1ccccc1)c1ccccc12	-10	/	-19%	5%	/	/	/
Cc1cccn2c(=O)c3c(nc12)N1CCCCCC1C1(C3)C(=O)N(C)C(=O)N(C)C1=O (centres undefined)	-28	4%	-7%	-9%	5%	-10%	5%
COc1cccc(CNC(=O)c2n[nH]c3ccccc23)c1	131	-4%	-8%	-2%	-2%	-24%	-5%
Cc1ccsc1C(=O)N1CCCC(CCC(=O)NCc2ccc(F)c(F)c2)C1 (centres undefined)	-13	9%	-8%	-1%	-8%	43%	2%
O=C(COc1ccccc1)N1CCN(CC(O)COc2ccccc2)CC1 (centres undefined)	47	8%	-23%	6%	0%	2%	0%
COc1ccc(-n2cnc3cc(C(=O)NC4CCCC4)ccc32)cc1	?	-2%&0%	-4%	-7%&1%	0%&-6%	-2%	4%
O=c1c2c3c(sc2nc2n1CCCCC2)CCCC3	60	-16%	-10%	-15%	-13%	-1%	-16%
O=C1C(Cc2cccc([N+](=O)[O-])c2)S/C(=N/N=C/c2ccco2)N1c1ccccc1 (centres undefined)	-10	-21%	-4%	-5%	-8%	-18%	2%
Cc1cc(C)n(C(=O)CNC(=O)Cc2ccccc2)n1	15	-19%	19%	-6%	?	-26%	0%
Cc1ccc(S(=O)(=O)NCC(C)NS(C)(=O)=O)cc1 (centres undefined)	19	-8%	-1%	0%	3%	10%	0%
COC(=O)c1cccc(-c2ccc(C(c3c(C)[nH][nH]c3=O)c3c(C)[nH][nH]c3=O)o2)c1	-13	14µM*	-9%	-11%	0%	-47%	-4%
CCc1nnc(NS(=O)(=O)c2ccc(NC(=S)NC(=O)/C=C/c3ccccc3)cc2)s1	-34	?	21%	7%	?	-50%	11%
O=C(CN1C(=O)c2ccccc2S1(=O)=O)N1CCOCC1	6	5%	1%	-10%	-5%	-5%	-3%
Cc1ccc(/C=C/c2nc3ccccc3s2)s1	?	4%	165%[activator]	-2%	-5%	-18%	28µM*
CC(C)C[C@@H](CO)N1CCN(CCCc2ccccc2)CCC1=O	12	-24%	-2%	-11%	-18%	77%[activator]	-1%
CC(=O)n1nc(-c2ccc(Cl)cc2)nc1NCc1ccco1	73	-2%	3%	-3%	-1%	-30%	9%
CCOC(=O)N1CCN(C(=O)COc2ccc(Cl)cc2)CC1	-4	3%	0%	-1%	1%	-8%	4%
O=C(NCCN1CCOCC1)c1ccc2c(c1)ncn2C1CCCCC1	4	-30%	-7%	-6%	-3%	10%	0%
COc1cccc(CN(Cc2ccccc2F)S(=O)(=O)c2ccc(S(=O)(=O)NCc3ccccc3)cc2)c1	-38	5%	1%	40%	?	-39%	3%
COc1cccc(/C=C/C(=O)OCC(=O)c2c(N)n(C)c(=O)n(C)c2=O)c1	35	-6%	-2%[11.6 µM]	-1%	1%	60%[activator]	/
COC(=O)Nc1ccc(OCC(=O)N2CCOCC2)cc1	-25	-4%	9%	-6%	?	-11%	-3%
Cc1ccsc1CN(C)CC(=O)Nc1cccc(S(=O)(=O)N(C)c2ccccc2)c1	?	-3%	5%	0%	-13%	53%	/
CCOC(=O)c1nc2c(=O)n(C)c(=O)n(C)c2n(C)c1=O	3	/	-3%	0%	/	/	/
CCS(=O)(=O)N1Cc2ccccc2CC1C(=O)Nc1ccccc1OC (centres undefined)	18	3%	8%	4%	1%	2%	0%
COc1cc(C2NC(C(=O)O)CS2)ccc1OCc1ccccc1C#N (centres undefined)	/	-9%	/	/	-1%	-12%	-20%
CCOC(=O)c1sc(C)c(C(N)=O)c1NC1=NCCCCC1	32	-12%	4%	2%	-3%	-17%	2%
Cc1ccc(C2/C(=C(/O)c3ccc(Cl)cc3)C(=O)C(=O)N2CC2CCCO2)o1 (centres undefined)	-13	?	-3%	-2%	-4%	-15%	-2%
O=C(N/N=C\c1ccc(O)c([N+](=O)[O-])c1)C1COc2ccccc2O1 (centres undefined)	1	-7%	38%[activator]	9%	-4%	-36%	-1%
CC(C)(C)NC(=O)NC(=O)COC(=O)C1CC(=O)N(Cc2ccccc2)C1 (centres undefined)	9	0%	25%	1%	4%	5%	5%
Cc1ccc(CNS(=O)(=O)c2ccc(CN3C(=O)c4cccnc4C3=O)cc2)o1	-37	20µM*	13%	0%	1%	-10%	8%
O=C(COC(=O)Cc1ccc(S(=O)(=O)N2CCOCC2)s1)NCc1ccccc1	16	-2%	-1%	2%	2%	-23%	-1%
CCc1ccc(N2CC(C(=O)N(CC)CC(=O)Nc3c(F)cccc3F)CC2=O)cc1 (centres undefined)	-5	/	145%[activator]	-7%	/	/	/
CCOc1ccc(S(=O)(=O)Nc2cc(F)ccc2F)c2cccnc12	-14	-8%	12%	-3%	?	32%	-5%
CCCCN1CC(=O)N2[C@H]3c4ccccc4OC[C@@H]3[C@H](c3ccccc3)[C@]2(C)C1=O	2	1%	-4%	-3%	5%	50%	/
Cc1ccc(C(=O)NCC(=O)OCC(=O)Nc2ccccc2C#N)s1	-4	4%	-3%	-2%	?	-13%	-1%
CC1(C)CC(=NNC(=O)c2n[nH]c3c2CCC3)CC(C)(C)N1	-3	2%	82%[activator]	-5%	1%	-12%	-1%
COc1ccc(CC(=O)NC(=S)Nc2ccc(S(=O)(=O)NC(C)(C)C)cc2)cc1	9	-4%	9%	-8%	6%	?	5%
CCCN(Cc1cc2ccccc2[nH]c1=O)C(=O)c1cccc([N+](=O)[O-])c1	0	-6%	10%	-7%	3%	-25%	-4%
Cc1c(C(=O)NCC(C)C)sc2nc(-c3ccc(F)cc3)cn12	10	-5%	13%	7%	?	-5%	-5%
Cc1noc(C)c1C(=O)Nc1ccccn1	-22	4%	0%	6%	7%	-28%	-7%
C#CCOCCOCCOCCNc1nc(N2CCOCC2)nc(N2CCN(C(=O)[C@H](CCCCN)n3cc(CCC(=O)O)nn3)CC2)n1	6	/	-4%	-8%	/	/	/
O=C(O)CCC(=O)N1CCc2cc(S(=O)(=O)NC3CCCC3)ccc21	-2	3%	-6%	-8%	3%	-13%	2%
Cc1nc(N2CCN(C(=O)c3ccco3)CC2)nc2c1C(=O)CCC2	40	0%	-3%	1%	-3%	141%[activator]	-14%
CN(C)CCCN1C(=O)C(=O)/C(=C(/O)c2ccccc2)C1c1ccccn1 (centres undefined)	/	-20%	/	/	?	-12%	-3%
O=S1(=O)N=C(Oc2cccc3ccccc23)c2ccccc21	7	1%	-14%	5%	-1%	-22%	6%
COc1ccccc1CNC(=O)CCn1c(=O)c2ccccc2n(CC(=O)Nc2ccc(C)cc2Cl)c1=O	-36	5%	/	7%	15%	/	/
CCc1ccc(NC(=O)Cn2ccn(-c3ccc(OC)cc3)c(=O)c2=O)cc1	?	-2%	/	-10%	-5%	/	/
COc1ccc(-c2nnc(SCC(=O)Nc3cccc(C)c3)s2)cc1	5	-5%	/	-1%	-9%	/	/
COc1ccccc1CC(=O)Nc1ccc2c(c1)OC1(CCCC1)O2	16	/	-21%	5%	/	-16%	/
COc1cc(/C=C/c2ccc(/C=C/c3cc(OC)c(OC)c(OC)c3)cc2)cc(OC)c1OC	-35	/	48%[activator]	-4%	/	/	/
Cc1noc(/C=C/c2nn(C)cc2Cl)c1[N+](=O)[O-]	-98*	1%	-7%	0%	-9%	-9%	0%
CC(C)(O)/C=C/C(=O)C(C)(O)C1C(O)CC2(C)C3CC=C4C(C=C(O)C(=O)C4(C)C)C3(C)C(=O)CC12C (centres undefined)	-97*	/	16%	-20%	/	/	/
CC(C)c1ccc(NC(=O)CNCC(c2ccccc2)N(C)C)cc1 (centres undefined)	0	-1%	12%	2%	6%	37%	-7%
CCC(=O)Nc1cccc(NC(=O)COc2ccc(OC)cc2)c1	23	11%	-6%	3%	-12%	-15%	-10%
CCC(NS(=O)(=O)c1cnn(CC)c1)c1ccccc1 (centres undefined)	3	/	17%	4%	3%	-11%	5%

# (cont.)
SMILES	HCMV antiviral	Sm TGR inh	AMA1-RON2 inh	Tb PYK inh	AmpC inh detg	AmpC no deterg	LmPK inh
CSc1ncccc1C(=O)OCC(=O)N1CCCC1	-3	/	-8%	1%	/	-10%	/
CC(C)(C)N1CC(c2nc3ccccc3n2Cc2ccc(Cl)cc2)CC1=O (centres undefined)	-1	-16%	26%	3%	4%	102%[activator]	6%
CC(=O)N=c1scc(-c2ccccc2)n1-c1cccc(O)c1	-92*	4%	6%	0%	1%	-15%	0%
CCCCN(CC)CCNC(=O)c1nn(C)c2c1CS(=O)(=O)c1ccccc1-2	0	4%	/	1%	9%	/	/
